Lamin A splicing = modulators of lamin A splicing; AID 1487; Potency, µM (highest dose often 46.1 µM), inactives show at the top dose ratio change, negative = inhibition, hits mostly inhibitors; HeLa LMNA splicing GFP/RFP minigene ratio, 48 h; 0.01% of 200,000 active; active = well fitted inhibition curve with a large enough effect in the signal ratio, with a control signal flat, not every such curve was filed as active; inconclusive = small, poorly fitted or top-dose-only effect, or effect the other way, or a change in a side signal; the % refers to the signal ratio; also: potency is read from the fitted curve at half-maximal effect; % is scaled to controls: 0 for no effect and ±100 for the full control effect
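S3 HeLa stable clones carrying a lamin A-EGFP splicing minigene plus DsRed2 were seeded at 600 cells/well in Opti-MEM with 2% FBS, pin-dosed and incubated 48 h at 37°C. Acumen cytometry (488 nm) gave the GFP/RFP total-intensity ratio.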
GAA glycogen mod = alters human alpha-glucosidase cleavage of glycogen; AID 2100; 0.38% of 300,000 active; recombinant GAA, glycogen substrate, Amplex Red glucose oxidase fluorescence; P10253; Potency, µM (doses to about 76.4 µM), inactives show at the highest dose activity change, negative = inhibition, actives largely listed as inhibitors;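 also: potency is read from the fitted curve at half-maximal effect; 0% = full enzyme reaction and -100% = no-enzyme basal signal; the screen sought inhibitors and activators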
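Recombinant human alpha-glucosidase (4 nM final) hydrolysed bovine liver glycogen (30 ug) for 40 min at 37 C in pH 5.0 citrate/phosphate with 0.01% Tween-20. Released glucose detected by glucose oxidase/Amplex Red, Ex 573/Em 610 nm. Compounds up to 77 uM; AC50 from Hill fits.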
GAA spleen mod = lysosomal alpha-glucosidase (human) modulation; 0.006% of 240,000 active; human spleen homogenate, 4-MU-alpha-glucoside fluorescence; AID 2112; Potency, µM (highest dose often 79.9 µM), inactives show at the top dose activity change, negative = inhibition, most hits filed as inhibitors;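 also: potency is read from the fitted curve at half-maximal effect; 0% = enzyme with vehicle and -100% = no enzyme basal signal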
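Compounds were titrated against alpha-glucosidase in spleen homogenate at pH 5.0, with 1 mM 4-methylumbelliferyl substrate for 40 min at 37 C. Reactions were quenched with pH 10 NaOH/glycine and fluorescence measured.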
HttQ103 aggreg = mutant huntingtin aggregation inhibition; PC12 HttQ103-GFP aggregates, Acumen cytometry, 40 h; Potency, µM (doses to about 46.1 µM), for inactives: at the highest dose activity change, negative = inhibition, hits mostly inhibitors; 1.1% of 220,000 active; AID 1688; also: potency is read from the fitted curve at half-maximal effect; % is scaled to controls: 0 for no effect and ±100 for the full control effect; nearly all actives have a fitted effect of over 60% in size
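PC12 cells stably carrying ecdysone-inducible HTT exon 1 Q103–GFP were induced with tebufenozide (100 nM final) and treated with library compounds in titration. GFP aggregates in lysates were counted by laser scanning cytometry.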
HTT cytoprotect = Huntington cell model cytoprotection by ATP luminescence; PC12 HTT-Q103 induced, cytoprotection, ATP luminescence, 40 h; Potency, µM (highest dose often 56.4 µM), for inactives: cytoprotection (ATP increase), actives largely listed as activators; 0.14% of 230,000 active; AID 1471;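 also: potency is read from the fitted curve at half-maximal effect; % of control where 0% means no effect; nearly all actives have a fitted effect of over 45% in size; toxic huntingtin expression switched on by the ecdysone agonist tebufenozide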
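Huntington model: PC12 line, ecdysone-inducible HTTQ103 exon1–GFP, tebufenozide 100 nM. Test articles in a dose series. Endpoint luminescence from cellular ATP.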
CBFb-RUNX1 inh = inhibitors of human CBF-beta and RUNX1 interaction; AlphaScreen CBFb-His/RUNX1-biotin binding, biochemical; 230,000 tested, under 10 active; AID 1477; Q01196+Q13951; Potency, µM (highest dose often 59.8 µM), without a hit: at the highest dose activity, negative = inhibition, usual class: inhibitors; also: % of control where 0% means no effect
Target sequence (Q01196 whole entry, looked up): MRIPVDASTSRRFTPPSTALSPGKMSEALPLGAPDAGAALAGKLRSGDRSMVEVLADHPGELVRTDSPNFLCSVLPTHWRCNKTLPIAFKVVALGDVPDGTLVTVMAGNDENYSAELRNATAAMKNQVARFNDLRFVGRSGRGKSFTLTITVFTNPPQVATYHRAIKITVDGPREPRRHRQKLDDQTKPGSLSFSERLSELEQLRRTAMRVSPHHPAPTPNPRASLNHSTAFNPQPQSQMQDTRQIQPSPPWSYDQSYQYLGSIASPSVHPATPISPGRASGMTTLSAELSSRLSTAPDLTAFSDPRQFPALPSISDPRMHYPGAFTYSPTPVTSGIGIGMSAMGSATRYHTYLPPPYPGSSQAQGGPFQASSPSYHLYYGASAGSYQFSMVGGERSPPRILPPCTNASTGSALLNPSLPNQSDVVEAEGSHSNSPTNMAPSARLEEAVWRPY
Target sequence (Q13951 whole entry, looked up): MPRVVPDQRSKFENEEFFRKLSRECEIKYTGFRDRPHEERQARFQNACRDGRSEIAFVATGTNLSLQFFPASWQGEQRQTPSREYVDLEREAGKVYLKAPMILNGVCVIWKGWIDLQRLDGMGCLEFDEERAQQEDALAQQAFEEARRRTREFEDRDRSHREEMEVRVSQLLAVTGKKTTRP
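CBFb-His/RUNX1-biotin, 30 nM each, preincubated 20 min RT; compound 15 min RT; Ni + streptavidin beads 50 ng each, 90 min RT; AlphaScreen read.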
GAA inhib = blocks human lysosomal alpha-glucosidase | purified human GAA, 4-MU-alpha-glucoside fluorescence | 0.005% of 200,000 active | P10253 | Potency, µM (titrated, usually from 76.9 µM), for the others: at the highest dose activity change, negative = inhibition, actives largely listed as inhibitors;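 also: potency is read from the fitted curve at half-maximal effect; plate controls were uninhibited enzyme wells for no effect and no-enzyme background for full effect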
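Enzyme (4 nM final) mixed with compound (up to 77 uM), then 4-MU-alpha-D-pyranoside (400 uM final) added; 20 min at room temperature, pH 5.0. Reaction stopped at pH 10, fluorescence read, AC50 derived by Hill fit.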
* hit, by the source's call; u = inconclusive; x = not tested or not shown; [ ] = dose if it differs, or a comment. Unless noted, calls follow the shape of the dose curve; as a rule, active = well fitted curve in the direction sought with a large enough effect; inconclusive = small, poorly fitted or top-dose-only effect, or another doubt; inactive = no such curve, though single readings can be large; an effect the other way counts as inactive or inconclusive.

mol | Lamin A splicing | GAA glycogen mod | GAA spleen mod | HttQ103 aggreg | HTT cytoprotect | CBFb-RUNX1 inh | GAA inhib
COc1ccc(Nc2nc(Cl)nc(NCc3ccco3)n2)c(OC)c1 | u | -12% | 5% | -11% | -7% | 1% | 2%
CCOc1ccc(S(=O)(=O)N(CC(=O)N/N=C/c2ccc(-c3ccc([N+](=O)[O-])cc3)o2)c2ccccc2)cc1 | 16% | -2% | -9% | -1% | -88%[inhibitor] | u | u
CC(=O)Nc1cccc(/C(C)=N/NC(=O)c2ccc3c(c2)OCO3)c1 | -17%[46 µM] | -26% | -9% | -11% | -139%[inhibitor] | 10% | 0%
O=C(Nc1ccc(S(=O)(=O)N2CCCCC2)cc1)c1ccc(CN2CCc3ccccc3C2)cc1 | -11% | -5% | -2% | u | -51%[inhibitor] | -11% | -5%
COC(=O)c1ccc(CSc2nc3c(cnn3-c3ccc(C)cc3)c(=O)[nH]2)o1 | 13% | 3% | -1% | 5% | -1%[10 µM] | -4% | -4%
O=C(c1cc(Sc2cccc(Cl)c2)nc2ccccc12)N1CCN(c2ccccn2)CC1 | x | -17% | 9% | 22% | x | -1% | -6%
O=C(Cn1cnc2c(nnn2Cc2ccc(F)cc2)c1=O)N1CCCCC1 | 7% | 4% | -4% | 13% | -18% | -1% | -3%
CC#CCN1c2ccccc2[C@]23C[C@@H](C(=O)OC)N(C(=O)c4ccc(Br)cc4)C2=NC(C(=O)OC)=C(C(=O)OC)[C@H]13 | -3%[9.22 µM] | x | 3%[17.4 µM] | x | 29%[10 µM] | 7%[13.1 µM] | x
Cn1c(N/N=C/c2cccs2)cc(=O)n(C)c1=O | 3% | u | -1% | -6%[9.22 µM] | 5% | 4% | 0%
OC(CNCc1ccc(F)cc1)(c1ccc(F)cc1)c1ccc(F)cc1 | 0% | -6% | -4% | -30% | -29% | 8% | -7%
Nc1nc(Nc2ccc(Cl)cc2)nc2ccccc12 | -3% | 9% | 2% | -9% | -109%[inhibitor] | -1% | -4%
O=C(CSc1nnc(Cc2ccccc2)n1Cc1ccco1)NC1CCCC1 | 18% | 12% | -1% | 2% | -1% | 3% | u
Cc1ccccc1C#N | x | x | -2% | x | 0% | 5%[21.7 µM] | x
O=C(NC(CSCc1ccccc1)C(=O)N/N=C/c1ccc(O)cc1O)c1ccc([N+](=O)[O-])cc1 (stereo not drawn) | u | -5% | -10% | u | -31% | -19% | u
Cc1ccc(C2(C(F)(F)F)NC(=O)N3CCN=C3S2)cc1 (stereo not drawn) | -23% | 12% | 1% | 0% | 10% | 5% | -5%
Cc1cccc(NC(=O)c2ccccc2NC(=O)Cc2ccccc2)c1C | 10%[0.0737 µM] | -1% | -20% | 10% | -1% | 15% | 3%
O=C(CSc1ncnc2scc(-c3ccccc3)c12)Nc1ccc(C(=O)O)cc1 | 21%[46 µM] | -10% | 4% | -9%[9.22 µM] | -4%[10 µM] | 11% | -20%
COc1cccc(C2=NOC(C(=O)Nc3cccc(C(C)=O)c3)C2)c1 (stereo not drawn) | 22% | 21% | -7% | -8% | -10% | 2% | -1%
CCN(CC)S(=O)(=O)c1ccc2nc(CCl)[nH]c2c1 | x | 9% | 0% | 2% | x | 0% | 0%
S=c1[nH]nc(CN2CCCCC2)n1Cc1ccccc1 | x | -1% | 3% | 11% | -8% | -14% | -2%
COC(=O)c1ccc(CN2[C@@H]3C[C@@H](O)CC[C@@H]3C[C@H]2C(=O)OC)cc1 | x | x | 8% | x | 0% | 7% | x
Cc1cccnc1NC1CCCCC1 | -4%[46 µM] | -1% | -8% | -4% | -32% | 8% | -9%
O=C(/C=C/c1ccccc1)N1CCN(C(=O)c2ccco2)CC1 | -2% | -3% | -8% | 1% | u | 6% | 2%
Cc1ccccc1-n1c(SCC(N)=O)nc2sc(-c3ccccc3)cc2c1=O | -6% | 6% | 7% | 12% | 7% | 5% | 3%
CN(Cc1ccccc1)C(=O)Cn1nc(C(F)(F)F)c2c1CCC2 | 6% | 10% | -5% | 1% | -7% | 11% | -4%

Profiles from above. Order of values: Lamin A splicing | GAA glycogen mod | GAA spleen mod | HttQ103 aggreg | HTT cytoprotect | CBFb-RUNX1 inh | GAA inhib
COc1ccc(Nc2nc(Cl)nc(NCc3ccco3)n2)c(OC)c1 as listed: u | -12% | 5% | -11% | -7% | 1% | 2%
O=C(CSc1ncnc2scc(-c3ccccc3)c12)Nc1ccc(C(=O)O)cc1 as listed: 21%[46 µM] | -10% | 4% | -9%[9.22 µM] | -4%[10 µM] | 11% | -20%
Cc1cccc(NC(=O)c2ccccc2NC(=O)Cc2ccccc2)c1C as listed: 10%[0.0737 µM] | -1% | -20% | 10% | -1% | 15% | 3%
Cc1ccccc1C#N as listed: x | x | -2% | x | 0% | 5%[21.7 µM] | x
O=C(/C=C/c1ccccc1)N1CCN(C(=O)c2ccco2)CC1 as listed: -2% | -3% | -8% | 1% | u | 6% | 2%

New compounds follow:
mol | Lamin A splicing | GAA glycogen mod | GAA spleen mod | HttQ103 aggreg | HTT cytoprotect | CBFb-RUNX1 inh | GAA inhib
CC(C)c1ccc2c([Si](C)(C)C)c3c(nc2c1)-c1cccc(=O)n1C3 | x | x | -5% | x | -10% | 8% | x
O=C(Nc1ccccc1)C1=C[C@@H](C2CCCCC2)C[C@@H](OCc2ccc(CO)cc2)O1 | x | -2% | 4% | -7%[9.22 µM] | 16%[10 µM] | 11% | x
C=C1C2C[C@H](O)C(C)(C)[C@@]2(O)[C@H](O)C[C@]23C[C@@](C)(O)[C@H](CC[C@H]12)[C@H]3O (stereo partly drawn) | 8% | 1% | -2% | -14% | x | 12%[2.36 µM] | 4%
C[C@H]1Cc2c(-c3ccccc3)nc3c(c2CO1)CN(C(=O)c1cc(I)ccc1F)CC3 | 11%[9.22 µM] | x | -4%[17.4 µM] | x | -20%[10 µM] | 1%[13.1 µM] | x
O=C(CCC(=O)c1ccc[nH]1)c1ccc(Cl)cc1 | 2% | 2% | -2% | 3% | 3% | -16% | -7%
O=C(CCC(=O)NC1CCCCCCC1)Nc1nnc(C(F)(F)F)s1 | -6% | 2% | 3% | u | 8% | 2% | -3%
CCOc1ccc(C(C)NC(=O)Nc2ccccc2C(=O)OC)cc1 (stereo not drawn) | -7% | 0% | -2% | -14% | 1% | 0% | -12%
COc1ccc(CCNC(=O)COC(=O)c2cnc(C)cn2)cc1OC | 6% | 1% | 4% | 19% | 13% | -6% | u
COc1ccc(C(=O)Nc2c(C)csc2C(=O)O)cc1 | 19%[46 µM] | -11% | 1% | -9% | 7%[10 µM] | -4% | u
CCOC(=O)[C@]1(C(NC(=O)OC)c2cccc(F)c2)CCCC1=O (stereo partly drawn) | x | x | 0%[17.4 µM] | x | -19%[10 µM] | 3%[13.1 µM] | x
COc1ccc(N2CCN(c3nc(-c4cccs4)nc4ccccc34)CC2)cc1 | x | 5% | 2% | 2% | -21% | -18% | -7%
O=[N+]([O-])c1cc(S(=O)(=O)N2CCCC2)ccc1NN=C1CCCCC1 | 4% | 0% | 1% | -4% | x | -1% | 2%
Cc1nc(SCC(=O)NCc2ccco2)c2c(=O)n(C)c(=O)n(CC(C)C)c2n1 | -6%[46 µM] | 15% | 3% | -15% | -10%[10 µM] | 2% | 9%
O=C(c1ccc2c(c1)OCO2)N1CCC2(CC1)Oc1ccc(Cl)cc1C(=O)C21CC(c2cccnc2)=NO1 (stereo not drawn) | x | -6% | -6% | 8%[9.22 µM] | 1%[10 µM] | 12% | x
COc1ccc(-c2nnc(SCC(=O)Nc3ncc(C(F)(F)F)cc3Cl)n2CC(C)C)cc1 | -2% | 6% | -1% | 7% | -8%[10 µM] | -9% | -1%
CC12C(=O)N(c3cccc(OC(=O)c4ccco4)c3)C(=O)C1C1c3ccccc3C2c2ccccc21 (stereo not drawn) | 0% | 5% | 0% | 7% | 12%[10 µM] | -10% | -5%
CC(=O)OCC(=O)Nc1ccccc1OC(F)F | x | 0% | 2% | 6% | -38%[inhibitor] | -3% | -27%
CN=C1CC(C)(C)CC(=O)/C1=C(/O)CCC(=O)NC | 6% | -1% | -14% | 3% | 3%[1.9 µM] | 6% | -1%
COc1ccc(NC(=O)CCC(=O)OCc2ccc([N+](=O)[O-])cc2)cc1 | x | 5% | -7% | 16% | x | 3% | -1%
CCN(CC)CCN1C(=O)C(O)=C(C(=O)c2cc3ccccc3o2)C1c1cccnc1 (stereo not drawn) | -11% | -12% | 1% | 0% | -14% | -3% | -3%
Cc1ccc(C2=NNC(c3ccc(Cl)cc3)=Nc3ccccc32)o1 | -9% | 1% | 0% | -10% | 3%[10 µM] | -7% | -11%
CCOC(=O)c1ccc(CN(Cc2ccccc2)S(=O)(=O)c2cccc([N+](=O)[O-])c2)cc1 | -4% | 4% | -1% | 29% | 6%[10 µM] | u | 4%
O=C1CCCC=C1[C@@H](O)COCc1ccccc1 | x | x | 2%[17.4 µM] | x | 3%[10 µM] | 12%[13.1 µM] | x
COC(=O)c1cccc(N2CCCC2=O)c1 | x | -6% | -1% | 14%[9.22 µM] | 25%[10 µM] | 2% | x
CC(C)(C)c1nnc(N/N=C/c2ccccc2)n(N)c1=O | -5% | u | 6% | -3% | 9%[10 µM] | -2% | -6%
CCN1CCN(C(=O)CN(C)S(=O)(=O)c2ccc(OC)cc2)CC1 | 6% | 6% | 2% | u | 12% | 11% | 1%
COc1ccc(Oc2cccc(Cl)c2CNC(=O)CSCC(=O)O)cc1 | 8%[46 µM] | -2% | 9% | 6%[9.22 µM] | 12%[10 µM] | 8% | -2%
